PABP1 MLLE inh = inhibitors of microRNA-mediated deadenylation, human PABP1 MLLE binding. inhibition, % at 20 µM. 360,000 tested, 0.36% active. AID 588489. GST-MLLE / FITC-PAM2 fluorescence polarization; in the data active = inhibition above about 35%, passing the limit was not always enough;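 also: plate controls were DMSO wells with GST-MLLE for no effect and wells lacking GST-MLLE protein for full effect; some results filed as inactive read as strong as hits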
MT1-MMP act inh = inhibitors of human MT1-MMP activation; P50281; 360,000 tested, 0.061% active; HT1080 RFP-PRO-GFP cells, GFP/RFP ratio fluorescence, overnight; percent of plate control window, DMSO zero; AID 651647; GFP/RFP ratio change, % at 20 µM;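 active = GFP/RFP ratio change of at least 30% with cell ATP level not reduced by more than half and red fluorescence within 50% of control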; also: strong numbers were not always called active
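Compound: 20 µM single dose, 1% DMSO / System: HT1080 RFP-PRO-GFP cells / Controls: DMSO and RFP-L50D-GFP cell wells / Read-out basis: GFP/RFP fluorescence ratio / Schedule: overnight compound exposure at 37 °C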
SKN-1 block = inhibitors of C. elegans SKN-1 | 360,000 tested, 0.49% active | C. elegans VP596 Pgst-4::GFP/RFP ratio, acrylamide-induced, 24 h | inhibition, % at 21.8 µM;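 active = interference check ratio from 0.5 to 1.5 plus GFP to RFP signal ratio inhibition reaching or exceeding a fixed threshold, cut at about 30% in these data, passing the limit was not always enough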; also: some compounds called inactive have numbers as strong as hits
CendR NRP1 mod = NRP-1/CendR interaction modulation | O14786 | FAM-RPARPAR peptide binding to NRP-1, fluorescence polarization | inhibition, % at 25 µM | 360,000 tested, 0.85% active | AID 602438;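 active = inhibition or corrected inhibition above about 18%, plus a signal ratio from 0.5 to 1.5, limit read from the data, passing the limit was not always enough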; also: strong numbers were not always called active
bovine MsrA act = activates bovine MsrA enzyme | purified bovine MsrA, absorbance read-out | activation, % at 10.6 µM | 360,000 tested, 0.3% active | AID 602163; in the data active = activation above about 7.5%;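 also: 0% = vehicle and 100% = reference activator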
TbMetRS inhib = blocks T. brucei methionyl-tRNA synthetase activity. purified T. brucei MetRS, ATP depletion, Kinase-Glo luminescence. 360,000 tested, 0.4% active. inhibition, % at 11.9 µM;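 active = inhibition above a per-plate cutoff of the control wells' mean inhibition plus 3 SD, cut at about 5.5% in these data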;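 also: 0% = DMSO wells median and 100% = median of wells with control inhibitor compound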
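Material: parasite MetRS enzyme / Replication: singlicate, one well per compound / Signal: luminescence of leftover ATP / Schedule: 2 h aminoacylation at 25 °C after 15 min preincubation / Medium: HEPES-MgCl2-KCl buffer plus DTT, spermine, BSA, pyrophosphatase / Doses: 11.9 µM single point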
MsrA inhibitor = bovine MsrA inhibition; purified bovine MsrA, absorbance read-out; inhibition, % at 15.5 µM; 360,000 tested, 0.75% active; in the data active = inhibition above about 4.5%;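 also: 0% = vehicle wells with enzyme and 100% = reference inhibitor wells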
eLon inh = E. coli protease La inhibition; AID 602123; inhibition, % at 7.94 µM; purified E. coli Lon protease, fluorescence polarization; 360,000 tested, 0.42% active; in the data active = inhibition above about 13%, passing the limit was not always enough;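 also: 0% = enzyme with probe and DMSO and 100% = no enzyme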
FAS-TE inh = FAS thioesterase (human) inhibition; 360,000 tested, 0.67% active; inhibition, % at 15 µM; P49327; recombinant FAS-TE, OMFH fluorogenic substrate, fluorescence endpoint;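 active = compounds whose normalised, plate-corrected inhibition of enzyme fluorescence in the single-dose primary screen is 50% or more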;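 also: 0% = DMSO with enzyme and 100% = substrate without enzyme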
* marks the source's active call; other numbers are inactive results; / = not tested or not shown.

SMILES | PABP1 MLLE inh | MT1-MMP act inh | SKN-1 block | CendR NRP1 mod | bovine MsrA act | TbMetRS inhib | MsrA inhibitor | eLon inh | FAS-TE inh
COC(=O)c1cc(C)sc1NC(=O)CCc1ccccc1 | -9 | -2 | 7 | -8 | -3 | -0.2 | 3.8 | -4 | 20
COc1ccc(N(CC(=O)N2CCN(c3ccc(F)cc3)CC2)S(=O)(=O)c2c(C)n[nH]c2C)cc1 | 1 | 6 | -3 | -12 | -3 | 0.2 | -0.2 | 5 | 3
COc1ccc(C(=O)NCC(=O)N/N=C/C(C)=C/c2ccccc2)cc1OC | 1 | -3 | -6 | -15 | -8 | -0.6 | 0.0 | 0 | -8
Cc1c(N2C(=O)c3cccc4cccc(c34)C2=O)cnn1C | -2 | -7 | -17 | 6 | -8 | -0.5 | 1.4 | -2 | -4
Cc1cc(C)nc(N2CCCC(C(=O)NC(C)C)C2)n1 (stereo not given) | -2 | 0 | -4 | 13 | -1 | -0.6 | -0.5 | 0 | -2
O=C(COc1ccccc1-c1ccccc1)N/N=C/c1ccc2ccccc2c1 | 3 | 11 | -4 | -8 | -4 | 0.1 | -0.3 | -9 | 12
Cc1ccc(NC(=O)CSc2nc3ncc(Br)cc3[nH]2)cc1C | -25 | 1 | -6 | 18 | -4 | -1.0 | -1.5 | 3 | -5
CCOC(=O)[C@@H]1[C@H]2COc3ccc(Br)cc3[C@H]2N2C(=O)N(c3ccc(Br)cc3)C(=O)[C@]12C | -5 | -3 | 0 | -4 | -3 | -0.4 | -0.8 | -6 | 42
CC(Oc1ccc2ccc(=O)oc2c1)C(=O)NCCCn1ccnc1 (stereo not given) | 0 | 2 | 4 | -1 | -1 | 0.5 | 1.9 | -8 | 2
O=C1NC[C@H](CCCCN2C[C@H](Cc3ccccc3)N(CC3CCCCC3)C(=O)C2=O)N(CCc2ccccc2)C1=O | / | -1 | -1 | 1 | -7 | -1.1 | 0.7 | -2 | 2
Cn1cc(CN2CCN(Cc3cccnc3)CC2)c(-c2ccc3c(c2)OCCO3)n1 | 2 | -2 | 9 | -1 | -5 | -0.8 | 1.8 | -1 | -7
O=C(NCCNC(=O)c1ccccc1F)c1ccco1 | 3 | -2 | 11 | 2 | -3 | -0.4 | -0.4 | 5 | -6
O=C(CSc1nnc2ccc(-c3ccccn3)nn12)NCCc1ccccc1 | 7 | 8 | 13 | -6 | 0 | -0.6 | -0.6 | 17 | -4
CCC(=O)N1CCc2cc(S(=O)(=O)CCC(=O)NCCc3ccccc3)ccc21 | 13 | 1 | -28 | 5 | -3 | 0.6 | -0.2 | -5 | -5
FC(F)(F)c1cc(-c2ccccc2)nc(N2CCOCC2)n1 | 1 | -2 | 19 | -4 | -3 | 0.0 | -0.7 | 5 | 17
CC1(C)Oc2ccc3ccc(=O)oc3c2/C(=C/NNC(N)=O)C1=O | -13 | 3 | 7 | -11 | -6 | -0.1 | 2.6 | 6 | -1
CC1(c2nnc(-c3cccc(Cl)c3)o2)CC(c2ccccc2Br)=NO1 (stereo not given) | -1 | -2 | 13 | -4 | 0 | 0.2 | 0.7 | -6 | 30
CC(C)(C)C1=NN(c2ccc([N+](=O)[O-])cc2)C(c2ccccc2)C1 (stereo not given) | -15 | -2 | 13 | -6 | -5 | 0.3 | 0.2 | -10 | 37
Cc1ccc(S(=O)(=O)N2CCOCC2)cc1NC(=O)CSc1ncccn1 | -11 | -1 | -14 | -9 | -6 | -0.3 | 1.4 | 2 | -6
COc1c(C(=O)Nc2ccccc2N2CCOCC2)cc2ccccc2c1Br | -8 | -6 | -7 | 21 | 3 | 0.2 | -1.3 | -3 | 32
CN(C)c1cccc(NC(=O)c2cccc3ccccc23)c1 | -7 | 2 | -5 | 5 | -3 | -1.0 | -1.1 | 10 | 5
CCC(C)(C)C1CCc2[nH]nc(C(=O)NCc3ccc(OC)cc3)c2C1 (stereo not given) | -5 | -3 | -8 | 22 | -1 | -0.1 | -1.5 | -3 | 1
S=c1[nH]nc(-c2ccc(Cl)cc2Cl)n1-c1ccccc1 | 3 | 7 | 0 | 15 | -5 | -0.1 | -0.5 | 0 | -2
O=C(O)Cc1n[nH]c(=O)c2ccccc12 | 2 | 11 | -14 | 16 | 2 | 0.1 | 0.6 | -5 | -10
O=C1NCCCC1C(=O)N1CCN(C(c2ccccc2)c2ccccc2)CC1 (stereo not given) | -7 | -14 | 1 | -1 | -1 | -0.5 | 1.7 | -14 | -3
CCCCNC(=S)N1CCN(c2ccc(C(C)=O)cc2)CC1 | -144 | 3 | 5 | -7 | -8 | -0.1 | 3.6 | -1 | 0
CCC(C)(C)n1nnnc1C(c1ccc(OC)c(OC)c1)N1CCN(C(=O)c2ccco2)CC1 (stereo not given) | 13 | -2 | 4 | 7 | -3 | -0.4 | -0.7 | -11 | -1
COc1cccc(OC)c1C(=O)NC(=S)Nc1cccc(NC(=O)c2ccco2)c1 | 17 | 6 | -5 | -4 | -5 | 1.0 | 1.9 | -3 | -1
Cc1nn(-c2ncc(C(F)(F)F)cc2Cl)c(=O)n1-c1ccccc1 | 6 | -2 | 36* | -9 | -14 | -1.5 | 2.4 | -5 | -17
O=C(NCCN1CCOCC1)c1ccc(CS(=O)(=O)c2c(Cl)cccc2Cl)o1 | -16 | 1 | 9 | -9 | 0 | -0.2 | -0.5 | 0 | -1
COc1ccc2oc(=O)c(C(=O)OCc3ccccc3)cc2c1 | 43* | -3 | 27 | 3 | -3 | -0.8 | 1.7 | -6 | 9
COCCCNC(=O)CC1C[C@H](C(=O)N2CCOCC2)[C@@]2(C)c3[nH]c4ccccc4c3CCN2C1=O (stereo not given in full) | 2 | 1 | 2 | -7 | -4 | 0.2 | -0.2 | -5 | -5
Cc1cccc(COCC(Cc2ccccc2)N2CCN(C(=O)c3cccc(C)c3)CCC2=O)c1 (stereo not given) | 1 | 2 | 14 | 9 | 0 | -0.3 | -0.3 | -12 | 13
CCCNC(=O)NC(=O)CN1C(=O)NC(C)(c2ccc(C)cc2)C1=O (stereo not given) | -10 | -4 | 13 | -4 | -5 | -0.7 | 0.7 | -10 | -4
CCc1nc2ccc(C(=O)N3CCN(C(=O)c4ccco4)CC3)cn2c1N(C)C(=O)COc1ccccc1 | 18 | -1 | 9 | 8 | -2 | -0.3 | 0.2 | 2 | -7
CCCNC(=O)CSc1nccn1Cc1ccc(OC)cc1 | -6 | -5 | -6 | 11 | -14 | -0.7 | 0.4 | 2 | -9
O=C(Cc1n[nH]c(=O)c2ccccc12)OCc1c(Cl)cccc1Cl | -25 | -4 | -6 | 15 | -11 | -0.9 | -1.5 | -12 | -11
CCOC(=O)c1sc(NC(=O)C(C)C)c(C#N)c1C | 31 | 2 | 4 | -4 | -5 | -0.3 | 1.4 | 0 | -9
CC(C)NC(=O)c1ccccc1NC(=O)c1ccccc1N(C)S(C)(=O)=O | 6 | 3 | -6 | -12 | -8 | -0.9 | -2.1 | 4 | -9
Cc1ccc(-c2nc(N)sc2C)cc1 | -31 | -3 | 3 | 1 | -2 | -0.2 | 0.3 | -3 | -6
Cc1ccc(S(=O)(=O)NCc2c(-c3ccccc3)c3cc(Cl)ccc3[nH]c2=O)cc1 | 9 | -11 | 8 | -4 | -3 | -0.1 | 0.7 | -2 | 1
N#CC1=C(N)N(c2ncn[nH]2)C2=C(C(=O)CCC2)C1c1ccccc1 (stereo not given) | 4 | 3 | 5 | 6 | -4 | 0.5 | 1.3 | 4 | -14
O=C(OCC(=O)N1CCN(C(=O)c2ccco2)CC1)c1cncc(Br)c1 | 16 | -2 | -4 | -11 | 4 | -0.3 | -0.2 | 4 | -4
Cc1ccc(C(=O)C2=C(O)C(=O)N(c3ncccn3)C2c2ccc(Cl)cc2)o1 (stereo not given) | -13 | -6 | 28 | -20 | -4 | -0.6 | 2.1 | -13 | 10
CCCNC(=O)C1(C)CCCN(Cc2cccc(C#N)c2)C1 (stereo not given) | -1 | -4 | 1 | 1 | -4 | -0.3 | 0.0 | -18 | -6

A stretch from the list above:
SMILES | PABP1 MLLE inh | MT1-MMP act inh | SKN-1 block | CendR NRP1 mod | bovine MsrA act | TbMetRS inhib | MsrA inhibitor | eLon inh | FAS-TE inh
Cc1ccc(C(=O)C2=C(O)C(=O)N(c3ncccn3)C2c2ccc(Cl)cc2)o1 (stereo not given) | -13 | -6 | 28 | -20 | -4 | -0.6 | 2.1 | -13 | 10
CCCNC(=O)C1(C)CCCN(Cc2cccc(C#N)c2)C1 (stereo not given) | -1 | -4 | 1 | 1 | -4 | -0.3 | 0.0 | -18 | -6

Going on with the list.
SMILES | PABP1 MLLE inh | MT1-MMP act inh | SKN-1 block | CendR NRP1 mod | bovine MsrA act | TbMetRS inhib | MsrA inhibitor | eLon inh | FAS-TE inh
COc1ccc(NC(=O)C2CCCN(S(=O)(=O)c3ccc(-n4cnnn4)cc3)C2)cc1 (stereo not given) | -1 | -3 | -24 | 9 | -7 | -0.6 | 0.6 | 3 | -6
C/C(Cc1ccccc1)=N\NC(=O)CNC(=O)c1ccc(F)cc1 | 0 | -4 | -2 | 0 | -5 | -0.6 | 1.8 | 4 | -6
CCCCNC(=O)Cn1cnc2sc(C)c(S(=O)(=O)N3CCN(c4ccccc4OC)CC3)c2c1=O | 10 | -1 | -2 | 0 | -6 | -0.4 | 1.7 | 2 | 1
CCC1CCCCN1CCCNC(=O)c1ccc2c(c1)NC(=O)CN2C (stereo not given) | -1 | -2 | 1 | 12 | -2 | 0.6 | 1.3 | 2 | -9
O=C(c1cc([N+](=O)[O-])ccc1Cl)N1CCN(c2ccc([N+](=O)[O-])cc2)CC1 | 0 | 5 | 14 | 8 | 4 | 0.6 | 1.0 | -2 | 25
CCOCCCNCC(=O)Nc1cc(S(=O)(=O)N2CCOCC2)ccc1N1CCOCC1 | 4 | -2 | 7 | 4 | -1 | -0.2 | -0.5 | -10 | -7
Fc1ccc(Cn2nnc(-c3ccc(Cl)cc3)n2)cc1 | 18 | 6 | 17 | 6 | -2 | 0.0 | 1.4 | 3 | 20
Cc1cc(C)c(C#N)c(N2CCN(Cc3ccc4c(c3)OCO4)CC2)n1 | -1 | -4 | -2 | 11 | -1 | 0.0 | -1.4 | 7 | 61*
CCC(NC(=O)CC[C@H]1O[C@@H](n2cc(C)c(=O)[nH]c2=O)C[C@@H]1O)c1ccccc1 (stereo not given in full) | -12 | 7 | 3 | -7 | -3 | -0.2 | -1.0 | -7 | -11
Cn1c2nc(=O)n(-c3ccccc3)c(=O)c-2nc2c1CCCC2 | 121 | -48 | 27 | 48 | -3 | 0.0 | / | 123* | -17
Cc1nnsc1C(=O)N1CCC(C(=O)c2ccccc2)CC1 | -3 | / | 12 | -1 | -1 | -1.2 | 0.4 | 3 | -4
Cc1ccc(Cn2cc(CN3CC(N4CCN(Cc5ccccc5F)CC4)CS3(=O)=O)nn2)cc1 (stereo not given) | / | 5 | 0 | -2 | -7 | -1.3 | -0.1 | -5 | -4
O=C(COc1ccc(F)cc1)N(Cc1cccs1)C1CCS(=O)(=O)C1 (stereo not given) | 3 | 2 | -5 | 5 | -1 | 0.1 | -0.1 | 6 | -2
COc1ccc(CCn2c(C)cc(C(=O)COC(=O)c3ccc(O)cc3O)c2C)cc1 | 0 | 6 | -13 | -3 | -3 | 0.0 | 0.6 | -3 | 9

Two entries from above, in CSV form:
Molecule,PABP1 MLLE inh,MT1-MMP act inh,SKN-1 block,CendR NRP1 mod,bovine MsrA act,TbMetRS inhib,MsrA inhibitor,eLon inh,FAS-TE inh
COc1ccc2oc(=O)c(C(=O)OCc3ccccc3)cc2c1,43*,-3,27,3,-3,-0.8,1.7,-6,9
CCC1CCCCN1CCCNC(=O)c1ccc2c(c1)NC(=O)CN2C (stereo not given),-1,-2,1,12,-2,0.6,1.3,2,-9
